HTR5A inv ctr – HTR5A inverse agonists in luminescence cell assay, primary screen, counter-screen for OPRM1-OPRD1 heterodimer inverse agonist project, full-deck HTS; 5-hydroxytryptamine receptor 5A (Homo sapiens), P47898; HTR5A cell line, inverse agonism; inhibition, % at 9.3 µM; 340,000 tested, 0.083% active; in the data active means inhibition mostly above about 23%, no sharp cut-off; inactive means mostly below about 18%;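 further: 0% = cells with DMSO and 100% = no-cell wells with DMSO; some compounds called inactive have numbers as strong as hits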
Target sequence (P47898 whole entry, looked up): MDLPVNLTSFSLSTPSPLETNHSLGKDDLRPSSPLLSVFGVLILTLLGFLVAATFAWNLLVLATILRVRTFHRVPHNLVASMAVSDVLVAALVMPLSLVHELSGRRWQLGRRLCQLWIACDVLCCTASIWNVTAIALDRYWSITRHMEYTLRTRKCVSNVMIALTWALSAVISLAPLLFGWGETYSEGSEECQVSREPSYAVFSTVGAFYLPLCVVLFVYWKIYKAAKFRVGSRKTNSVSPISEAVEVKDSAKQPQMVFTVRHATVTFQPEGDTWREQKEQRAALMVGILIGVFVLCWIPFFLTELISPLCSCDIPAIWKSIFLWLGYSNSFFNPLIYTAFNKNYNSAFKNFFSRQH
Tat export inh – E. coli Tat export inhibitors, primary screen, MC4100, TorA-mCherry reporter, fluorescence, single point; AID 488895, 2010; 340,000 tested, 0.036% active; inhibition, % at 10 µM;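 active means mean replicate inhibition at least 50% and at least half of replicates individually reaching 50%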;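 further: exported cargo escapes ClpAP degradation while cytoplasmic cargo is degraded and loses fluorescence; 0% = median of neutral control wells and 100% = median of NaSCN control wells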
phage Ecoli inh – growth loss of phage-infected E. coli, primary screen, RecBCD inhibitor project, absorbance, with phage, HTS; inhibition, % at 11.9 µM; 360,000 tested, 0.26% active; AID 651602, 2012; in the data active means inhibition above about 11%
PKA-R2B activ – activators of PKA-R2B holoenzyme, primary screen, biochemical, fluorescence polarization, Cy5-IP20, human; cAMP-dependent protein kinase catalytic subunit beta (Homo sapiens) + cAMP-dependent …; PKA-R2B holoenzyme dissociation; R2B truncated from residue 108, S112A mutant; 0% DMSO only, 100% 113 µM cGMP; activation, % at 11.4 µM; 340,000 tested, 0.079% active; AID 504700, 2011;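 active means activation above a cutoff set at the mean over all compounds plus 3 SD, cut at about 18% in these data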;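 further: higher means more holoenzyme dissociation and a rise in polarization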
Target sequence (P31323 whole entry, looked up, other chains not shown, the tested form may be a part): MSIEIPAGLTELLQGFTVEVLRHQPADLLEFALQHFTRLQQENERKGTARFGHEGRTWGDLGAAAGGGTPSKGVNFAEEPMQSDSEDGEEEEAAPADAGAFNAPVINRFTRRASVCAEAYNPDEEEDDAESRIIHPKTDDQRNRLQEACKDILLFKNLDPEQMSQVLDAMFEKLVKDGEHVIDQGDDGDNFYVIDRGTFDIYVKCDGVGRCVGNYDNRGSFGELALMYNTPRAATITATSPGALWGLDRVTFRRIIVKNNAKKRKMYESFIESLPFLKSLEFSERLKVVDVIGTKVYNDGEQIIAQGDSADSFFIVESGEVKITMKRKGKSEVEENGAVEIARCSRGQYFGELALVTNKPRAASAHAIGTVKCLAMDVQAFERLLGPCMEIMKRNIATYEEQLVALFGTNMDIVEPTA
PKA-R1A activ – activators of PKA-R1A holoenzyme, primary screen, biochemical, fluorescence polarization, Cy5-IP20, bovine R1A, mouse PKAc | PKA-R1A dissociation; scaled: DMSO 0%, 113 µM cGMP 100% | 340,000 tested, 0.083% active | cAMP-dependent protein kinase type I-alpha regulatory subunit (Bos taurus) + … | activation, % at 11.4 µM;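 active means percent activation above the mean of all tested compounds plus 3 SD, cut at about 19% in these data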;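 further: higher means more PKAc released from R1A so a rise in polarization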
Ecoli viability – E. coli V3065 growth inhibition, primary screen, counter-screen for AddAB inhibitor project, absorbance, OD600 | 18 h | inhibition, % at 11.9 µM | 330,000 tested, 0.27% active | AID 449728, 2010;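 active means inhibition above the campaign's mean inhibition across all tested compounds plus 3 SD, cut at about 9.9% in these data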;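 further: uninfected addAB+ strain grown without phage in ampicillin broth; 0% = DMSO wells and 100% = ciprofloxacin 0.95 µg/ml wells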
AddAB inh – growth inhibition of E. coli expressing H. pylori AddAB, primary screen, AddAB inhibitor project, absorbance; inhibition, % at 11.9 µM; 330,000 tested, 0.29% active; AID 435030, 2010; in the data active means inhibition above about 12%;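 further: 0% = vehicle wells of infected cells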
MOR-DOR inv ag – inverse agonists of MOR-DOR heterodimerization, primary screen, cell-based, luminescence; inhibition, % at 9.3 µM; 340,000 tested, 0.21% active; cell-based MOR-DOR heterodimer luminescence, inverse agonism; in the data active means inhibition above about 22%, passing the limit was not always enough;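 further: 0% = cells with DMSO and 100% = wells without cells with DMSO; values of inactives mirror those of a sister screen read the other way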
OPRM1-OPRD1 ag – agonists of OPRM1-OPRD1 heterodimerization, primary screen, cell-based, luminescence | AID 504326, 2011 | 340,000 tested, 0.3% active | cells | activation, % at 9.3 µM; in the data active means activation above about 18%;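 further: 0% = vehicle-treated cells and 100% = reference agonist; values of inactives mirror those of a sister screen read the other way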
PfHsp90 yeast 2 – growth inhibition of PfHsp90-expressing yeast, primary screen, antimalarial PfHsp90 inhibitor project, S. cerevisiae, BacTiter-Glo luminescence, single point, set 2; BacTiter-Glo ATP, 48 h; yeast lacking PDR1 and PDR3 efflux regulators; inhibition, % at 9.4 µM; 310,000 tested, 0.32% active;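 active means every replicate shows inhibition above about 80%, whatever the replicate mean, limit read from the data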;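 further: 0% = DMSO neutral controls and 100% = 20 µM radicicol positive controls; yeast relying on Plasmodium falciparum Hsp90 in place of its own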
SUMO Mot1 rescue – yeast Mot1-301 growth rescue at high temperature, primary screen, SUMOylation pathway inhibitor project, S. cerevisiae, ATP luminescence, 38.5C; AID 2716, 2010; S. cerevisiae Mot1-301 growth rescue; percent above DMSO median, 100 means doubled; 320,000 tested, 1% active; growth rescue, % at 18.8 µM;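 active means every valid replicate shows activation above 250% relative to neutral control wells; inactive means the rest, any valid replicate at or below 250%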;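 further: OY570 slx delta 5 strain wells were the positive control but not used for scaling; some compounds called inactive have numbers as strong as hits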
Active calls of the source: *; i = inactive; / = no result given. Outcome played no part in choosing rows; overall some 2.2% were active at least once.

The line under a structure holds: Ecoli viability, HTR5A inv ctr, PfHsp90 yeast 2, PKA-R2B activ, OPRM1-OPRD1 ag, SUMO Mot1 rescue, phage Ecoli inh, MOR-DOR inv ag, PKA-R1A activ, AddAB inh, Tat export inh
> Cc1ccc(S(=O)(=O)NCc2nnc(SCC(=O)Nc3cccc(C)c3C)n2C)cc1
 : 1.7, 6, 2, -3, -2.1, 2, 3.5, 12, 8, 1.3, -5
> Cc1ccc(NC(=O)C2CCCN(S(=O)(=O)c3c(C)noc3/C=C/N(C)C)C2)cc1F (stereo unspecified)
 : -2.3, 21, /, 7, 1.3, 10, 2.1, -8, 1, -0.8, -1
> CN(Cc1ccccc1)S(=O)(=O)CCNC(=O)c1ccc2c(c1)OCO2
 : 0.7, 2, 20, -3, -0.8, /, 6.3, 6, 0, 2.0, -4
> Cn1c(/C(C#N)=C(\O)c2ccc(Br)s2)nc2ccccc21
 : -0.2, 1, 10, -13, -3.3, -9, -0.3, 17, -10, -1.0, -4
> O=C(C1CC1)N1CCN(c2ccc(F)cc2)CC1
 : -1.6, 9, 18, -10, 0.3, 12, -2.1, -2, -10, 1.9, 2
> Cc1ccnc(SCC(=O)N2CCN(c3ccccc3)CC2)n1
 : -2.5, -2, 15, 7, -1.5, 12, 0.5, 8, 5, 0.6, -2
> CCc1ccc(NC(=O)CNC(=O)c2cn(-c3ccccc3OC)c(=O)c3ccccc23)cc1
 : 0.5, -18, -29, 0, -1.9, -7, 2.8, 11, -5, -0.7, -3
> CCOc1ccc(/C=N/n2c(C3CCCCC3)n[nH]c2=S)cc1
 : 0.6, 1, 50, -5, 6.2, -12, 2.6, -29, -9, -0.2, 14
> CC(=O)Nc1ccccc1OCC(=O)NCCC1=CCCCC1
 : 1.5, 25, -6, -8, -2.6, 4, 4.7, 14, 3, 1.4, 3
> CC(C)Oc1ccc(C(=O)Nc2ccc([N+](=O)[O-])cc2)cc1
 : 3.0, 15, -2, 6, 0.6, -9, 0.9, -3, -3, 0.4, -9
> CCOC(=O)C1(CCCc2ccccc2)CCN(C(=O)c2cnc(C)cn2)CC1
 : 1.1, -5, 1, -16, 1.3, 0, 1.0, -9, -4, 3.6, -2
> O=C(N/N=C1\CCCc2ccccc21)c1cccc([N+](=O)[O-])c1
 : 2.0, -32, -26, -4, 0.7, 5, 2.3, -4, -1, 1.6, 3
> CC[C@H](C)[C@H](NC(N)=O)C(=O)Nc1ccc(C)cc1
 : 1.6, -1, 2, -4, -1.1, 6, 1.3, 6, -4, 1.7, 6
> CN(CC(=O)Nc1ccc(N2CCOCC2)cc1)C(=O)CCNC(=O)c1ccc(Br)cc1
 : 1.4, -2, /, -2, 0.2, 4, 3.0, -1, -10, 1.7, -8
> COCCCNC(=S)N1CCC(C(=O)c2ccc3c(c2)OCCO3)CC1
 : 1.7, 4, -10, 4, -3.0, -2, 4.5, 16, -4, 1.2, -1
> O=C(COC(=O)C1CCN(S(=O)(=O)c2cccs2)CC1)Nc1ccc(F)cc1F
 : -1.9, -19, 10, -1, -3.8, /, 3.0, 20, 3, -0.6, -4
> O=C(NCc1cccnc1)C1CCCN(S(=O)(=O)c2cccc3nsnc23)C1 (stereo unspecified)
 : 2.5, 3, -21, -18, -3.2, -19, 1.7, 17, 1, 4.0, -8
> CN1CCCN(S(=O)(=O)c2cccc(C(F)(F)F)c2)c2nc3ccccc3nc21
 : 0.5, 1, -7, 1, -4.3, -2, 0.3, 17, -10, 3.1, 2
> COc1ccccc1-n1c(-c2cn(C)nc2C)n[nH]c1=S
 : -1.1, -8, 15, -4, -2.1, 96, 0.6, 13, -7, 1.5, -13
> S=C(Nc1ccccn1)Nc1ccccc1Cl
 : -0.1, -27, -16, -6, -0.9, 1, 3.3, 5, -11, -1.4, -7
> CC(=O)c1ccc(Nc2c3c(nc4ccccc24)CCCC3)cc1
 : -0.8, -10, 11, -1, -2.9, 176, 2.4, 15, 4, 1.1, 4
> NC(=O)c1nn(-c2ccc(Cl)cc2Cl)c(=O)cc1O
 : -2.2, -7, 2, -4, -3.1, -10, 3.1, 16, -5, 1.0, 0
> COc1ccc2[nH]c3nc(SCC(=O)Nc4ccc5c(c4)OCO5)nnc3c2c1
 : 0.6, 10, -11, -16, 5.5, -3, 3.4, -33, 3, 3.0, 7
> CCNS(=O)(=O)c1ccc(CCC(=O)NCc2cccnc2)cc1
 : -1.2, 13, -49, -4, 0.8, 366, 2.4, -4, 1, 6.0, 9
> CCc1c(C)nc2ncnn2c1Nc1ccc(C#N)c(Cl)c1
 : 0.0, 13, 11, 3, -1.7, -5, 1.3, 9, -8, 0.8, 10
> CCOC(=O)C1=C(C)N=C2SC(CC)C(=O)N2C1c1cccc(F)c1 (stereo unspecified)
 : 0.1, -3, -5, 5, -0.8, /, -2.0, 4, -6, -0.5, 1
> O=C(OCc1ccccc1)C1CCCN1C(=O)c1ccccc1[N+](=O)[O-] (stereo unspecified)
 : -2.7, -24, /, -15, -2.5, -11, 2.5, 13, -5, -0.2, 6
> COc1cc(C(O)P(=O)(OCC(C)C)OCC(C)C)cc(OC)c1OC (stereo unspecified)
 : 0.2, 1, 2, 1, -2.8, 170, 0.5, 11, 4, 1.5, 1
> O=C(O)c1ccc(Nc2nc3ccccc3nc2NS(=O)(=O)c2cccs2)cc1
 : 2.5, -4, -6, -5, -2.7, 17, 1.6, 15, -1, 2.3, -1
> O=C(/C=C/c1ccccc1)N1c2ccccc2Sc2ccc(C(F)(F)F)cc21
 : 3.0, -10, -1, 7, 1.5, -24, 3.5, -9, 0, 3.2, 0
> Cc1cc(C)cc(OCC(=O)Nc2ccc3c(c2)OCCO3)c1
 : 0.9, 9, -24, -5, -0.9, 14, 2.2, 4, -10, -0.6, -1
> COC(=O)c1ccccc1NC(=O)C/C(C)=N/NC(=O)CC#N
 : -2.4, -1, 10, -17, -1.1, -11, 4.3, 6, -3, -0.4, 5
> CC(=O)Nc1cccc(OCCCNC(=O)c2ccc(F)cc2)c1
 : 0.3, -40, 12, -16, -2.4, -25, 1.9, 12, -11, 2.1, 3
> Cc1ccc(-c2nnc(COc3cccc(-n4cnnn4)c3)o2)cc1
 : 0.1, 32, /, -4, -1.1, 5, 2.7, 6, -6, 0.3, 2
> O=C(Cn1ccc(=O)[nH]c1=O)NCCO
 : 0.7, 1, 1, 8, -2.0, 4, -1.5, 10, 3, -0.9, -7
> COc1cc(C2=NOC(C(=O)Nc3cccnc3)C2)cc(OC)c1OC (stereo unspecified)
 : -0.2, 14, -3, -9, 1.1, 9, 4.2, -8, -7, -0.7, -7
> CC(=O)c1c(C)[nH]c(C(=O)Nc2cccc(S(=O)(=O)N3CCCCC3)c2)c1C
 : 2.6, 1, 3, 6, 1.8, -3, 0.9, -8, -1, 1.2, 1
> COc1ccc(C(=O)NNC(=O)COC(=O)c2sccc2C)cc1
 : -2.6, 15, -13, -2, -3.4, /, 0.9, 14, -7, 1.9, -3
> Cc1ccc(C(=O)NCC(=O)N(C)CC(=O)Nc2ccccc2Br)s1
 : 0.5, -1, /, -3, -2.7, -18, -0.1, 11, -8, 0.9, 3
> CC(=O)C1=C(O)C(=O)N(c2ccc(S(=O)(=O)Nc3nccs3)cc2)C1c1ccc(F)cc1 (stereo unspecified)
 : -0.3, -13, 4, -6, -3.4, 8, 0.9, 17, -4, -1.3, -10
> Cc1cc(C)n2ncc(/C(N)=N/OC(=O)Nc3ccccc3)c2n1
 : -0.5, -17, 4, -16, -1.6, -17, 5.9, 8, 5, 0.6, 2
> O=C(Cc1ccccc1)Nc1ccc(NC(=O)c2ccco2)cc1Cl
 : 3.1, 9, -65, -4, 0.1, 15, 4.9, -1, -3, 3.7, -4
> COc1ccc(S(=O)(=O)NCc2ccc(C(=O)N3CCc4ccccc4C3)cc2)cc1
 : -0.5, -13, 24, -8, -1.9, 108, 0.1, 9, -6, 3.3, 1
> CC(=C/c1ccc(C(C)C)cc1)/C=N/NC(=O)Cn1nnnc1N
 : 1.1, -11, -7, -5, -1.4, -9, -2.5, 7, -3, 3.2, 18
> COc1ccc([C@H]2/C=C\CN(S(=O)(=O)c3ccc4ccccc4c3)[C@@H](C)C(=O)N2Cc2ccc(F)cc2)cc1
 : 0.9, 5, /, 4, -0.8, 4, 3.5, 5, -3, 3.4, 6
> O=C(N=Nc1c(O)[nH]c2ccc(Br)cc12)c1cc(-c2cccc3ccccc23)n[nH]1
 : -2.1, 3, 10, 2, 2.8, 90, 4.0, -20, -2, 1.7, 2
> Cc1ccc(S(=O)(=O)N2CCOCC2)cc1NC(=O)CSc1cccc[n+]1[O-]
 : -0.3, 4, 20, 10, -2.0, -16, 3.4, 12, -2, 2.2, 3
> COc1ccc(C(=O)Nc2ccccc2C(=O)NC(Cc2ccc(O)cc2)C(=O)NNC(=O)c2ccc(C)cc2)cc1 (stereo unspecified)
 : -3.0, -7, 6, -16, -0.7, 79, 4.9, 4, -18, -0.5, 5
> CCOCC(=O)Nc1nc2ccccc2s1
 : 3.0, -5, -21, -4, -2.1, -1, 3.5, 12, -2, 2.4, 17
> CC(C)=CC(=O)O[C@H]1[C@@H]2[C@H](C)C(=O)O[C@@H]2C[C@@H](C)[C@@H]2[C@@H](O)CC(=O)[C@]21C
 : -2.4, -7, -13, -11, -3.1, i, 0.5, 17, -3, 1.1, -3
